FLuc counter: counter-screen for miR-21 project: firefly luciferase inhibitors or activators | P08659 | purified FLuc, Km substrates, luminescence inhibition | Potency, µM (highest dose often 57.5 µM), inactives show at the top dose activity change, negative = inhibition, actives largely listed as inhibitors | 360,000 compounds, 6.9% hits | AID 588342;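 further: potency means the concentration at half of the fitted maximal effect; plate controls were vehicle for no effect and reference inhibitor for full effect; nearly all actives have a fitted effect of over 55% in size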
Target sequence (P08659 whole entry, looked up): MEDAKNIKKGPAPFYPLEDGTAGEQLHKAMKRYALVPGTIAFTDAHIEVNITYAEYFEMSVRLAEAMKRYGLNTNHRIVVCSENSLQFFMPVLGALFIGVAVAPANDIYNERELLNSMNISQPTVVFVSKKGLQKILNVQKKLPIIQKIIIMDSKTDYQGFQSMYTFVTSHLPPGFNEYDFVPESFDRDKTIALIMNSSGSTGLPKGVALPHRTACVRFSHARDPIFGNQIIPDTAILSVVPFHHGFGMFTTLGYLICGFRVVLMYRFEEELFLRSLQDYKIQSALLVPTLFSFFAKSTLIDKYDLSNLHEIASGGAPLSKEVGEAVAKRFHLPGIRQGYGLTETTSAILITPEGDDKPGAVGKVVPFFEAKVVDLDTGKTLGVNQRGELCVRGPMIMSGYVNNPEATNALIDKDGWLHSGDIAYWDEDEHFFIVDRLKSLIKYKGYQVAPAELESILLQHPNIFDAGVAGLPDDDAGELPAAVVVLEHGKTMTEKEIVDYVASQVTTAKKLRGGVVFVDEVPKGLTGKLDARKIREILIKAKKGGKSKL
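Biochemical qHTS of compounds, final roughly 60 µM downward over six points, against 10 nM purified firefly luciferase using Km concentrations of substrates (10 uM D-luciferin, 10 uM ATP) in Tris acetate pH 7.5 buffer; luminescence output.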
Rab9 promoter act: activates the Rab9 promoter; Potency, µM (highest dose often 9.22 µM), without a hit: at the highest dose activation, negative = inhibition, actives largely listed as activators; AID 485297; Huh7 Rab9 promoter-luciferase reporter, luminescence, 24 h; 320,000 compounds, 2.8% hits; further: potency means the concentration at half of the fitted maximal effect; % of control where 0% means no effect; nearly all actives have a fitted effect of over 60% in size
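Rab9 promoter-driven luciferase in stably transfected Huh7 cells; 1500 cells/well rested 2 h, exposed to compound in DMSO for 24 h at 37 °C, 5% CO2. Luminescence read 10 min after adding luciferase reagent at ambient temperature.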
uPA surface inh: blocks generation of uPA at the cell surface. Potency, µM (doses to about 38.3 µM), without a hit: at the top dose activity change, negative = inhibition, usual class: inhibitors. cell surface uPA generation assay, qHTS. AID 540303. 330,000 compounds, 0.31% hits; active means well fitted inhibition curve with a large enough effect; inconclusive means small, poorly fitted or top-dose-only effect; inactive means no such curve, though single readings can be large or run the other way; tested in mouse RAW 264.7 cells; further: potency means the concentration at half of the fitted maximal effect; on the % scale 0 is the no-effect control and ±100 the full control effect; nearly all actives have a fitted effect of over 55% in size
KCNH2 3.1 inh: inhibitors of human KCNH2 3.1 potassium channel isoform; activity change, % (tested at about 1.8 µM); 340,000 compounds, 0.95% hits; U2OS KCNH2 3.1, thallium flux FluxOr; stronger effect = lower value;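 active means maximum activity change below -70%; inconclusive means maximum activity change from -70% to -50%; inactive means maximum activity change above -50%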;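 further: thallium influx rate constant from kinetic fluorescence after stimulation buffer; on the % scale 0 is the no-effect control and ±100 the full control effect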
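Measured as rate of thallium-driven FluxOr signal in transduced U2OS cells carrying the 3.1 channel, read kinetically for 2 min upon stimulation; values are rate constants scaled to DMSO control wells.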
Giardia kill: kills Giardia lamblia. Giardia lamblia trophozoite viability. activity change, % at 7.66 µM, hits read low. 340,000 compounds, 0.15% hits; in the data active means activity change below about -80%; inconclusive means between about -30% and that limit;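 further: parasites exposed to compound for two days anaerobically before the ATP read; on the % scale 0 is the no-effect control and ±100 the full control effect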
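Anaerobic 48 hrs incubation at 37 deg C of 100 trophozoites/well with test compounds; ATPLite 1-Step luminescence, 15-30 min RT, reports cellular ATP as viability.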
VP16 counter: counter-screen for ROR gamma inhibitors: Gal4-VP16 reporter; Drosophila S2 Gal4-VP16 UAS-luciferase, luminescence, 20 h; Potency, µM (highest dose often 53.6 µM), inactives show at the highest dose activity, negative = inhibition, usual class: inhibitors; 310,000 compounds, 3.5% hits; AID 2546;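 further: Gal4-VP16 expression switched on by copper sulfate through the metallothionein promoter; potency means the concentration at half of the fitted maximal effect; on the % scale 0 is the no-effect control and ±100 the full control effect; nearly all actives have a fitted effect of over 50% in size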
ELG1 genotox: genotoxicity induction in ELG1-luciferase HEK293T cells | HEK293T ELG1-luciferase reporter, luminescence, 16 h | Potency, µM (top dose mostly 46 µM), without a hit: at the highest dose activity change, positive = activation, usual class: activators | 330,000 compounds, 1.3% hits | AID 504466; further: potency means the concentration at half of the fitted maximal effect; % of control where 0% means no effect; nearly all actives have a fitted effect of over 60% in size
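After overnight (16 hr) compound treatment at 37 °C, ELG1-luciferase HEK293T cells were lysed with ONE-Glo; luminescence quantified 30 min later at room temperature.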
Tb PFK block: T. brucei PFK enzyme inhibition; O15648; T. brucei PFK, ADP-Glo luminescence; Potency, µM (titrated, usually from 57.5 µM), inactives show at the top dose activity, negative = inhibition, most hits filed as inhibitors; 330,000 compounds, 0.17% hits; AID 485367;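 further: potency means the concentration at half of the fitted maximal effect; 0% = uninhibited 1x PFK enzyme wells and -100% = no-enzyme wells; nearly all actives have a fitted effect of over 60% in size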
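In TEA buffer at pH 8.0 with 5 mM MgCl2, enzyme (1.25 nM) converted F6P (0.5 mM) and ATP (0.1 mM) for 45 min at room temperature. ADP product was read by luciferase luminescence.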
NPC1 prom act: NPC1 promoter activation | AID 485313 | Huh7 NPC1 promoter luciferase reporter, 24 h | 320,000 compounds, 2.4% hits | Potency, µM (doses to about 9.22 µM), without a hit: at the top dose activation, usual class: activators;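 further: potency means the concentration at half of the fitted maximal effect; % of control where 0% means no effect; nearly all actives have a fitted effect of over 60% in size; reporter is driven by a mutant NPC1 promoter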
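Quantitative HTS used a cell-based reporter: Huh7 cells stably bearing the NPC1 promoter upstream of luciferase were treated with compounds for 24 h, and promoter activation was read as luminescence.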
Coupling enz: counter-screen for Giardia aldolase inhibitors: coupling enzyme system | 290,000 compounds, 0.67% hits | AID 2472 | coupling enzyme system counterscreen, AmpLite Red fluorescence | activity change, negative = inhibition, % at 58.2 µM, hits read low; in the data active means activity change below about -30%; further: on the % scale 0 is the no-effect control and ±100 the full control effect
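Coupling enzymes only (glyceraldehyde-3-phosphate) + compound, at 57.5 uM final, 10 min RT; add substrate/coupling/AmpLite Red mix, 20 min RT; fluorescence ex 525/em 598 nm. Actives flag coupling-system interference.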
RORgamma inh: ROR gamma (mouse) transcription inhibition. P51450. Drosophila S2 Gal4-RORgamma UAS-luciferase reporter, 20 h. Potency, µM (series often up to 53.6 µM), for inactives: at the highest dose activity change, negative = inhibition, actives largely listed as inhibitors. 310,000 compounds, 5.4% hits; further: potency means the concentration at half of the fitted maximal effect; on the % scale 0 is the no-effect control and ±100 the full control effect; nearly all actives have a fitted effect of over 60% in size
Target sequence (P51450 whole entry, looked up, the tested form may be a part): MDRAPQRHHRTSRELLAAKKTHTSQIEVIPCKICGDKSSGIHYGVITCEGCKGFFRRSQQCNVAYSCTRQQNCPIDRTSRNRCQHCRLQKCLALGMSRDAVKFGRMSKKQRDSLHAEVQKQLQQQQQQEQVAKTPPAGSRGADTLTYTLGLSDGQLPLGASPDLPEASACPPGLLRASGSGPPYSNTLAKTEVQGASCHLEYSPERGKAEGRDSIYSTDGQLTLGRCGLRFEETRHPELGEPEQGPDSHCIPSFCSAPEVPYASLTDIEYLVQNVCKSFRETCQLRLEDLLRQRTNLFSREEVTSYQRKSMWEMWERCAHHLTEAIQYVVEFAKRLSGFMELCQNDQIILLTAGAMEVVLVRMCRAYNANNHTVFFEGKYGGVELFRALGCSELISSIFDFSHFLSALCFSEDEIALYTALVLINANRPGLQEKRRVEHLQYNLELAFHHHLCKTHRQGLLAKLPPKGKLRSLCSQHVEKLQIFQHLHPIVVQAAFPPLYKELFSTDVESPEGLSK
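Drosophila S2 cells stably expressing Gal4-DBD/mouse RORγ fusion under metallothionein promoter plus UAS-luciferase; compound 1 h, then 700 uM CuSO4 induction for 20 h at ambient temperature; inhibition read as reduced luminescence.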
* = called active by the depositor; ? = inconclusive; . = no result given; & = joins results of further samples; [ ] = dose if it differs, or a comment. Unless noted, the call rests on the fitted dose curve; in most records, active means well fitted curve in the direction sought with a large enough effect; inconclusive means small, poorly fitted or top-dose-only effect, or another doubt; inactive means no such curve, though single readings can be large; an effect the other way counts as inactive or inconclusive.

SMILES	FLuc counter	NPC1 prom act	RORgamma inh	Giardia kill	ELG1 genotox	Tb PFK block	KCNH2 3.1 inh	Coupling enz	VP16 counter	Rab9 promoter act	uPA surface inh
COc1ccc(CNC(=O)c2cnn3c(C(F)F)cc(C)nc23)cc1OC	-0.8%	0.4%	-0.8%	-16.5	?	0.1%	3.1	1.5	-3.2%	-9.3%	-8.5%
Cc1sccc1C1C(C#N)=C(N)SC(N)=C1C#N	-0.2%	6.6%	-1.5%[0.365 µM]	.	0.5%	?	.	-20.4	.	2.8%	.
COC(=O)CCCC1=CC2=CC(=O)C(C)(OC(=O)c3cccs3)C(=O)C2=CN1Cc1ccc2c(c1)OCO2 (stereo not given)	0.9%	-3.4%	11.1%	-14.4	1.5%	-2.0%	20.4	-20.0&-17.7	8.3%	-5.9%	0.0%
Cc1onc(-c2ccccc2)c1C(=O)N1CCN(Cc2ccccc2)CC1	5.1%	-1.6%	-16.7%	2.0	-5.2%	1.0%	23.7	.	0.2%	5.1%	0.1%
CC(=O)Cc1cc(O)c2ccccc2c1OC(=O)c1ccc(Br)cc1	2.2%	2.8%	-42.6%	23.5	-7.3%	1.4%	-9.5	-24.2	-20.1%	-5.6%	?
Cc1ccc(C(=O)CSc2nnc(CNc3ccc(C)cc3C)n2Cc2ccco2)cc1	-8.0%	-1.5%	-11.7%	-7.0	-3.8%	-11.6%	-41.9	0.1	0.6%	-0.1%	-10.0%
Cc1ccc(OCCCN(C)C)c(Br)c1	5.4%	1.0%	4.6%	-18.8	-4.5%	3.4%	-4.3	3.3	1.1%	0.3%	-2.1%
COc1ccc(CNC(=S)NNC(=O)c2cc3ccccc3o2)cc1	?	1.6%	?	-17.4	4.3%	0.4%	-0.4	-0.9	-10.3%	4.0%	1.0%
O=c1cc(/C=C/c2c(F)cccc2Cl)[nH]c2ccccc12	?	?	-38.7%	-13.0	2.0%	-3.5%	6.0	3.4	?	?	-4.9%
COCCn1c(SCC(=O)NC2CCCC2)nnc1-c1ccncc1	-0.6%	-4.3%	-7.5%	-6.3	0.2%	0.3%	-1.1	0.5	1.6%	-2.9%	2.2%
COc1ccc(Cl)cc1NC(=O)NCCCl	3.5%	2.6%	6.0%	-12.9	2.1%	-0.9%	-4.7	.	-7.8%	-6.8%	-5.0%
CCOC(=O)c1c(-c2ccc(C)o2)csc1NC(=O)CSc1nncs1	-13.9%	10.7%	-6.0%	1.4	-9.6%	?	-1.5	-19.6	-0.8%	-0.8%	?
CCOc1cc(NC2CS(=O)(=O)CC2O)c(OCC)cc1NC(=O)c1ccccc1 (stereo not given)	1.7%	0.1%	-24.4%	23.3	-2.5%	0.7%	-25.0	-41.0*	-3.3%	-5.8%	8.4%
CC1=C(C(=O)NCc2ccccc2)C(c2cccnc2)n2ncnc2N1 (stereo not given)	9.0%	-2.7%	-2.3%	15.5	9.9%	0.8%	6.8	1.7	-1.0%	2.1%	5.5%
CCCCN1C(=O)/C(=C/C=C2/C=Cc3ccccc3N2CC)SC1=S	6.7%	10.4%	7.6%	2.8	12.1%	4.1%	-0.6	-0.1	6.2%	-1.3%	-5.6%
CCc1ccc(OCC(=O)NCCc2ccc3c(c2)OCCO3)cc1	-16.6%	-0.1%	.	13.8	0.8%	-2.9%	-0.3	.	.	-2.0%	2.9%
CCS(=O)(=O)N1CCCC(C(=O)NC2CCCCC2)C1 (stereo not given)	5.5%	-1.1%	16.9%	-22.5	.	-0.2%	0.2	2.0	-17.7%	4.3%	2.1%
COc1ccc(NC(=O)CC2C(=O)N(Cc3ccccc3)C(=S)N2CCN2CCOCC2)cc1 (stereo not given)	0.5%	-5.9%	30.5%	-19.4	9.5%	-1.4%	-5.9	0.3	3.7%	-3.8%	8.5%
CCNC(=S)N/N=C1\CCCCc2ccccc21	2.0%	-0.7%	1.12µM*	-15.4	-6.2%	-0.6%	5.0	-3.6	3.98µM*	-1.5%	9.8%
Cc1nc(N2CCC3(CC2)OCCO3)c2nnn(Cc3ccccc3F)c2n1	-12.9%	15.1%	-12.4%	-17.5	2.4%	-6.2%	-5.1	-0.8	-14.3%	10.9%	-2.3%
Cc1ccc(-c2cc(C(=O)Nc3cc(C)ccc3O)no2)cc1	?	?	-19.2%	5.2	9.2%	-3.2%	-2.8	1.2	4.9%	?	-4.5%
CC(OC(=O)C1CCN(S(=O)(=O)c2ccccc2C(F)(F)F)CC1)C(=O)N(C)Cc1ccccc1 (stereo not given)	3.9%	0.8%	?	-16.6	-16.4%	-1.8%	0.5	.	-9.1%	-6.7%	0.8%
CCCOc1ccc(C(=O)N2CCCC2C(=O)O)cc1 (stereo not given)	1.3%	-1.8%	-2.3%	14.3	7.8%	-3.4%	10.9	0.3	-0.2%	4.3%	-3.4%
Cc1ccc(S(=O)(=O)N(C)C)cc1NC(=O)COC(=O)c1sc2cc(Cl)ccc2c1Cl	2.5%	-1.4%	8.3%	-3.7	0.4%	0.7%	-4.9	3.6	-5.2%	-4.7%	-0.8%
O=C(Oc1ccc2c(c1)OCC2=O)c1ccccc1	26.9µM*	-0.5%	-1.9%	-5.8	1.2%	-11.0%	-17.2	0.4	0.2%	0.5%	-5.0%
CCCC(=O)Nc1cc(=O)n(C)c(=O)n1C	0.3%	-1.1%	-17.5%	-16.0	0.9%	1.3%	3.1	7.4	-0.5%	4.0%	?
O=C(Cn1ncc2c([nH]c3ccccc32)c1=O)Nc1ccc(CN2CCCCC2)cc1	-0.9%	0.5%	-0.2%	10.5	-0.9%[9.26 µM]	0.2%	-2.9	-0.2	-4.0%	-1.6%	-15.6%
COc1cccc(C(=O)NCc2nnc(SCC(=O)Nc3nccs3)n2-c2cccc(C)c2)c1	0.8%	-2.4%	?	-4.8	-0.5%	-0.8%	2.3	5.6	0.0%	-1.0%	.
CC(C)(C)OC(=O)NCCCC[C@@H](C(=O)NCCCCCCCCCCC(=O)N1CCN(C(=O)OC(C)(C)C)CC1)n1cc(CCO)nn1	1.6%	-5.4%	.	-25.5	-12.7%	-20.4%	0.4	.	.	-0.5%	-18.7%
O=C(Nc1ccc(F)cc1)c1c(Cl)nc2ccccn12	?	19.0%	11.5%	-4.6	?	-4.5%	9.5	-2.4	-6.5%	24.3%	0.8%
Nn1c(Nc2ccc(Cl)cc2)nncc1=O	6.0%	1.4%	4.5%	-24.4	0.7%	0.2%	-1.2	-0.2	6.1%	-8.7%	-0.6%
COc1ccc(COc2cccc3ccc(C)nc23)cc1F	-8.9%	2.1%	-32.0%	-13.6	-1.4%	1.7%	3.9	-1.1	8.7%	-0.4%	3.6%
Cc1cc(C)n2nc(C(=O)Nc3cccc(S(=O)(=O)N4CCCC4)c3)nc2n1	-2.5%	-6.9%	8.2%	2.1	2.8%	-5.1%	4.4	0.1	-9.4%	-3.9%	-5.8%
COc1ccc(CSc2nnnn2-c2ccc(O)cc2)cc1F	0.0%	-1.7%	7.3%	2.9	-22.5%	-4.2%	7.7	0.7	-0.1%	1.0%	-2.0%
Cn1cccc1Cc1nnc(SCC(=O)Nc2nccs2)n1CCc1ccccc1	-3.5%	-0.5%	17.8µM*	24.5	1.2%	-0.9%	-5.0	6.2	?	-2.6%	17.1%
CCCCn1c(-c2ccco2)nc2oc3ccccc3c(=O)c2c1=O	-9.8%	-1.5%	0.7%	3.0	0.0%	-2.7%	1.1	-0.5	-3.9%	1.1%	-0.5%
O=C(c1ccc(F)cc1)C(CN1CCOCC1)c1ccccc1 (stereo not given)	6.9%	-12.9%	5.62µM*	9.8	-2.5%	-6.1%	12.9	0.8	11.2µM*	-29.3%	-13.0%
CCOC(=O)c1ccc(NC(=S)NCCCn2ccnc2)cc1	-1.1%	-1.1%	3.4%	3.0	-1.9%	-6.1%	-2.8	5.8	-10.3%	-4.2%	-0.7%
Cc1ccc(C)c(NC(=O)COC(=O)c2nc(Cl)ccc2Cl)c1	3.8%	0.6%	.	-5.9	0.1%	-5.9%	4.8	.	.	-6.0%	-5.8%
CCCC1=NN2C(=N)/C(=C\c3ccc(SCc4ccco4)o3)C(=O)N=C2S1	?	6.0%	13.4%	-27.1	-6.8%	?	3.6	4.3	3.3%	17.1%	5.8%
O=C(c1ccc(NS(=O)(=O)c2ccc3[nH]c(=O)[nH]c3c2)cc1)N1CCCCC1	-2.2%	0.7%	.	10.0	1.2%	-1.1%	-1.1	.	.	-3.1%	4.9%

From PubChem
